# Source: PubChem
# Nrf2 block – Nrf2 pathway inhibition. A549 ARE-Fluc reporter, luciferase luminescence, 18-24 h. Potency, µM (titrated, usually from 46 µM), inactives show at the highest dose activity change, negative = inhibition, usual class: inhibitors. 360,000 tested, 2.1% active; note: potency is the fitted concentration of half-maximal effect; % is set by controls: 0 for no effect and ±100 for the full control effect; nearly all actives have a fitted effect of over 60% in size
#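 In this cell-based qHTS, ARE-driven firefly luciferase in A549 cells reports Nrf2 activity; the luminescent signal after BugLite lysis is the measured value, with a prior CellTiter-Fluor read for cell health.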
# HepG2 tox – counter-screen for TGF-b inhibitors: cytotoxicity in HepG2 cells; 410,000 tested, 0.76% active; Potency, µM (top dose mostly 46.1 µM), inactives show top-dose activity change, negative = cytotoxicity, usual class: cytotoxic; HepG2 CAGA-GFP viability, ATP luminescence, 18 h; note: potency is the fitted concentration of half-maximal effect; some results filed as inactive show a strong effect at the top dose
#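 CellTiter-Glo luminescence gave cytotoxicity after 18 hours at 37 degrees C. The cells were HepG2 CAGA-GFP in 1% FBS DMEM, stimulated with 500 pg/mL TGF-beta after compound addition. %Activity was normalised to no-cell wells (complete cell-killing) and DMSO (no toxicity), and curves were fitted and classified.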
# MCF10A rereplic – inducers of DNA re-replication in MCF 10A breast cells; MCF 10A DNA re-replication, Hoechst nuclear intensity, 48 h; Potency, µM (titrated, usually from 46.1 µM), without a hit: top-dose activity, positive = re-replication, most hits filed as activators; 350,000 tested, 2.9% active; AID 624296; note: potency is the fitted concentration of half-maximal effect; % of control where 0% means no effect; nearly all actives have a fitted effect of over 50% in size
# TGFb SMAD3 inh – inhibitors of TGF-b signaling. HepG2 CAGA-GFP TGF-b/SMAD3 reporter, GFP fluorescence, 18 h; TGF-beta stimulated, 500 pg/mL final. Potency, µM (top dose mostly 46.1 µM), without a hit: at the top dose activity, negative = inhibition, actives largely listed as inhibitors. 410,000 tested, 1.2% active; note: potency is the fitted concentration of half-maximal effect; % is set by controls: 0 for no effect and ±100 for the full control effect; nearly all actives have a fitted effect of over 65% in size
#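 Smad-responsive CAGA-GFP expression was quantified in HEPG2 cells exposed to compounds and 500 pg/mL final TGF-beta for 18 h at 37 degrees C; unstimulated wells defined full inhibition.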
# Nrf2 activator – Nrf2 pathway activation; AREc32 ARE-luciferase reporter (MCF7-derived line), luminescence, 24 h; Potency, µM (series often up to 46.1 µM), for inactives: at the top dose activation, hits mostly activators; 410,000 tested, 0.31% active; note: potency is the fitted concentration of half-maximal effect; % of control where 0% means no effect; nearly all actives have a fitted effect of over 65% in size
#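 ARE activation measured as luciferase luminescence (Steady-Glo, 30 min RT) in AREc32_Fluc cells after 24 hr compound exposure at 37 deg C, 5% CO2; cells seeded overnight at 1000/well in OPTI-MEM, 5% FBS.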
# IL1B secr inh – inflammasome signaling inhibition, IL-1 beta readout; activity change, % at 57.5 µM; AID 743279; THP-1 LPS/ATP IL-1B secretion, AlphaLISA, 16 h; hits give low values; 360,000 tested, 4.7% active; in the data active = activity change below about -50%; inconclusive = mostly about -30% to -49%; note: % is set by controls: 0 for no effect and ±100 for the full control effect
#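 Secreted IL-1B measured by AlphaLISA bead assay after 16 h compound exposure of THP-1 cells; compounds (final up to 57.5 uM) added 1 h before LPS (250 ng/mL) and ATP (1.25 mM) stimulation; lower signal means less secretion.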
# ATXN2 expr inh – reduces ATXN2 reporter expression in HEK-293 cells; HEK-293 ATXN2-luciferase reporter, luminescence, 24 h; Potency, µM (highest dose often 57 µM), without a hit: at the top dose activity change, negative = inhibition, actives largely listed as inhibitors; 360,000 tested, 0.72% active; note: potency is the fitted concentration of half-maximal effect; % is set by controls: 0 for no effect and ±100 for the full control effect; nearly all actives have a fitted effect of over 55% in size
#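 qHTS (up to 57 uM final) was run with 24 h compound exposure of reporter cells at 37 °C. Each well was multiplexed: SteadyGlo luminescence measured ATXN2-luciferase expression after a fluorogenic Gly-Phe-AFC viability readout (25 uM final).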
# A549 viability – A549 cytotoxicity, counter-screen for Nrf2 inhibitors; A549 ARE-Fluc cells, CellTiter-Fluor viability, 18-24 h; Potency, µM (doses to about 46 µM), without a hit: at the top dose activity change, negative = cytotoxicity, usual class: inhibitors; 390,000 tested, 0.16% active; AID 504648; note: potency is the fitted concentration of half-maximal effect; % is set by controls: 0 for no effect and ±100 for the full control effect
#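 A549 ARE-Fluc cells in 5% FBS OPTI-MEM, 5000 cells/well, rested 2 h then exposed to compounds in concentration-response for 18-24 h at 37 °C. Viability by CellTiter-Fluor fluorescence (Ex 405/Em 525) after 30 min; luciferase luminescence (BugLite, 15 min, RT) read afterwards.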
# S2 tox – cell viability loss in ATXN counter-screen; S2 cells (HEK-293 line with an ATXN2-luciferase reporter) viability, CellTiter-Fluor protease fluorescence, 24 h; 400,000 tested, 0.49% active; Potency, µM (series often up to 56.7 µM), most hits filed as cytotoxic; note: potency is the fitted concentration of half-maximal effect; nearly all actives have a fitted effect of over 40% in size
# Numbers without * were called inactive; i = inactive; ? = inconclusive; / = no result given; & = joins results of further samples; [ ] = dose if it differs, or a comment. Unless noted, calls come from the whole dose curve; as a rule, active = well fitted curve in the direction sought with a large enough effect; inconclusive = small, poorly fitted or top-dose-only effect, or another doubt; inactive = no such curve, though single readings can be large; an effect the other way counts as inactive or inconclusive.
# Below each SMILES: Nrf2 block, HepG2 tox, MCF10A rereplic, TGFb SMAD3 inh, Nrf2 activator, IL1B secr inh, ATXN2 expr inh, A549 viability, S2 tox
> CCN(CC)CC(=O)Nc1sc2c(c1C(=O)c1ccccc1OC)CCC2
  ?, -22%, ?, ?, 0.6%, -53*, -30%, ?, ?
> COc1ccc(Cc2nnc(NC(=O)c3ccc(F)cc3)s2)cc1OC
  -8%, -7%, -3%, -2%, 0.0%, -1, /, 4%, i
> Cc1cccc(Sc2ccc([N+](=O)[O-])cn2)c1
  0%, -14%, -15%, -4%, 2.1%, 0, -14%, 1%, i
> Cc1occc1-c1nnc(SCC(=O)N(C)C)o1
  ?, 3%, -7%, 3%, -0.2%, -10, 22%, 0%[1.84 µM], i
> CCOC(=O)C1(CCOc2ccccc2)CCN(Cc2ccncc2)CC1
  ?, -24%, 8%, -12%, 2.6%, -20, -33%, 1%, i
> Cc1cccc(-c2nc3scc(CCNC(=O)c4ccc(Br)o4)n3n2)c1
  /, -25%, /, -2%, 22%, /, -24%, -4%, i
> CCCNC(=O)C1(C)CCCN(Cc2ccc(Oc3ccccc3)cc2)C1 (stereo not given)
  /, -37%, /, ?, 0.7%, 0, 0%, /, i
> Cc1ccc(NC(=O)Cn2nnc(C(=O)NCc3cccs3)c2N)c(C)c1
  7%, -19%, 1%, 12%, 0.3%, 0, -13%, -2%, i
> Cc1ccc(C)c(Cn2nnc3c(=O)[nH]c(C4CCN(S(=O)(=O)c5ccc(S(=O)(=O)NC6CC6)cc5)CC4)nc32)c1
  -15%, -19%, 1%, ?, 2.6%, -54*, -2%, -2%, i
> COc1ccccc1N1CCN(CC(=O)NCCc2ccc(S(N)(=O)=O)cc2)CC1
  -6%, -1%, 0%, -3%, 0.4%, 9, 8%[11.3 µM], -3%, i
> COc1ccc(-c2csc(Nc3ncccn3)n2)cc1C
  100%, 13%, -1%, 8%, 0.5%, 5, 66%[activator], -4%, i
> O=C(COC(=O)c1ccc(C(F)(F)F)cc1)NC(=O)C1CCCCC1
  ?, -2%, /, 4%, /, /, /, 3%, /
> COc1ccc(C2CC(c3ccccc3)=NN2C(=O)COC(=O)c2cccc(N)c2)cc1 (stereo not given)
  ?, -15%, 17%, ?, 4.5%, -14, /, -23%, i
> O=C(Cc1ccc(Br)cc1)N1CCN(C(=O)c2ccccc2)CC1
  -17%, 1%, 9%, -1%, -0.2%, -16, 4%, 0%, i
> CC1=C(C(=O)Nc2cccnc2)C(c2ccccn2)n2nnnc2N1 (stereo not given)
  6%, -13%, 12%, 2%, 2.5%, -1, /, -3%, /
> N#Cc1nc(-c2cccs2)oc1NCc1ccc2c(c1)OCO2
  -10%, 7.9µM*, -4%, -1%, 4.2%, 13, 10%, 1%, i
> CCOc1ccc(S(=O)(=O)N(C)c2ccc(OCC(=O)Nc3ccccc3F)cc2)cc1
  ?, -9%, ?, 23%, 2.7%, -5, -6%, -2%, i
> COc1ccc(-c2ccc3c(c2)S(=O)(=O)c2cccc(C(=O)NC4CCCC4)c2C3=O)cc1OC
  -1%, 3%, ?, ?, -0.6%, 7, 2%, -4%, i
> O=C(O)c1ccc(NCCc2ccc(Cl)cc2)c([N+](=O)[O-])c1
  -20%, -28%, -1%, -15%, 3.2%, 29, -5%, -21%, i
> N/C(=N\OC(=O)c1cccc(Cl)c1)c1ccccn1
  ?, -33%, 6%, -10%, ?, 23, 30%[activator], 2%, i
> CCN(C(=O)Cn1c(=O)oc2ccccc21)C1CCS(=O)(=O)C1 (stereo not given)
  /, 10%, 3%, 5%, 0.1%, 8, -5%, 2%, i
> COc1cc(C(CC(=O)Nc2ccc(Br)cn2)N2Cc3ccccc3C2=O)cc(OC)c1OC (stereo not given)
  ?, -1%, /, 9%, -0.4%, /, -13%, -3%, i
> Cc1cccnc1NC(=O)c1c(O)c2cccc3c2n(c1=O)CCC3
  -11%, -14%, 2%, -25%, 9.6%, 34, -8%, -18%, i
> CCCCCn1c(CN2CCN(C(=O)c3ccco3)CC2)nc2c1c(=O)n(C)c(=O)n2C
  -2%, -1%, 16%, -5%, 0.0%, -1, -11%, -9%, ?
> CN(C)CCCN(C(=O)c1cc(Cl)sc1Cl)c1nc2cc3c(cc2s1)OCO3
  16%, -38%, ?, ?, 2.9%, ?, -19%, -1%, i
> O=C(CSc1nc(-c2ccco2)cc(C(F)(F)F)n1)N1CCN(c2ccc(Cl)cc2)CC1
  ?, -24%, ?, ?, -0.2%, -16, -12%, -9%, i
> CCC(Sc1nc2cc3c(cc2c(=O)n1CCCC(=O)NCc1ccc2c(c1)OCO2)OCO3)C(=O)NCCCOC (stereo not given)
  /, -25%, /, ?, -1.2%, /, /, -5%, /
> CC1CCN(CCCNC(=O)C2CCN(S(=O)(=O)N3CCCCC3)CC2)CC1
  -5%, -14%, -6%, -1%, -0.4%, -10, 3%, 3%, i
> CSc1nnc(CCNS(=O)(=O)c2ccccc2Br)n1C
  -18%, 1%, -4%, 16%, 0.0%, 34, 13%, 1%, i
> COc1ccc(Cl)cc1N1C(=O)CC(N2CCN(S(=O)(=O)c3ccccc3F)CC2)C1=O (stereo not given)
  5%, 10%, 5%, -5%, 0.1%, 20, 0%, -9%, i
> Cc1cc(Cl)c(OCCOCCN2CCCC(C)C2)c(Br)c1 (stereo not given)
  -1%, -7%, ?, -9%, 2.7%, -15, -18%, -17%, i
> CCn1c(=O)c(C(=O)NNS(=O)(=O)c2ccc(NC(=O)OC)cc2)c(O)c2ccccc21
  -50%, -2%, 2%, 21%, -0.3%, 29, -8%, -5%, i
> CC(C)N1CCN(Cc2cccn2-c2nccs2)CC1CCO (stereo not given)
  5%, 8%, -3%[9.22 µM], 0%, 5.1%, -6, -14%, 2%, i
> COc1ccc(-c2nnc(SCC(=O)c3ccc[nH]3)o2)cc1
  ?, 0%, 6%, -1%, 0.4%, 20, 31%[activator], 0%, ?
> O=C(COC(=O)C1COc2ccccc2O1)Nc1cccc(S(=O)(=O)N2CCCCC2)c1 (stereo not given)
  -17%, -6%, -5%, -4%, -0.8%, 5, -3%, -2%, i
> CCC(=O)Nc1cccc(NC(=O)c2cccc([N+](=O)[O-])c2C)c1
  -6%, -20%, -1%, 0%, -0.3%, 3, -4%, 2%, i
> CCc1cccc(NC(=O)CN(C)S(=O)(=O)c2cccs2)c1
  ?, -13%, -5%, 0%, 3.0%, 26, 31%[activator], 1%, i
> OC1C2(Cc3ccccc3)CN3CCN(C2)CC1(Cc1ccccc1)C3 (stereo not given)
  -9%, 4%, 4%, 1%, -0.5%, 8, 3%, -2%, i
> Cc1noc(C)c1COc1ccccc1C(=O)NNC(=O)c1ccccc1
  -6%, -6%, 2%, -25%, -0.4%, -10, 1%, 3%, i
> COc1cc(OC)c(-n2cc(-c3ccc(OC)c(OC)c3)[nH]c2=S)cc1Cl
  -19%, 0%, -2%, -19%, -0.3%, ?, -22%, -8%, i
> O=C(C1CCCN(S(=O)(=O)c2cccc3nonc23)C1)N1CCN(c2ccccc2Cl)CC1 (stereo not given)
  ?, 7%&-4%, ?, -17%&-14%, -1.1%&3.6%, -51*, -33%&-11%, -1%&1%, i
> Cc1csc(NC(=O)CN2C(=O)C3CC=CCC3C2=O)n1 (stereo not given)
  5%, 1%, 7%, 15%, -0.8%, 25, 0%, -3%, i
> CN(C)CCOC1c2ccccc2CSc2ccccc21 (stereo not given)
  1%, -48%, -2%, 0%, 2.1%, -5, -14%, 1%, i
> CC(=O)Nc1ccc(S(=O)(=O)NCC2CCC(C(=O)NCc3ccccc3Cl)CC2)cc1 (stereo not given)
  /, -23%, /, -20%, 0.3%, /, /, 8%, /
> O=C(NCCOc1ccccc1)C1CCN(C(=O)Nc2ccccc2)CC1
  /, 3%, /, -8%, 0.1%, 13, /, /, i
> CCOC(=O)CNS(=O)(=O)Cc1ccccc1
  7%, 2%&-15%, 0%, -2%&-9%, -0.9%, 1, 8%, 2%, i
> COC(=O)Cn1c(=NC(=O)c2cccc(OC)c2)sc2cc(OC)ccc21
  0%, -14%, -4%, 2%, 3.2%, -6, 4%, 1%, i
> COc1ccccc1NC(=O)CN1CCCCCC1
  3%, 2%, 11%, -24%, 0.4%, 39, -2%, 0%, i
> COc1ccc(C[C@H]2CN3C(=NC[C@@H]3Cc3ccccc3)N2CCNC(=O)CCC2CCCCC2)cc1
  5%, -117%, ?, ?, -2.8%, -21, ?, -13%, 22µM*
> COc1ccc(C)cc1NC(=O)CN1CCN(CC(=O)Nc2ccccc2F)CC1
  /, 3%&-14%, -1%, 6%&-3%, -0.9%&-0.9%, -23, -20%&-3%, -4%&0%, i
> O=c1[nH]c2cc3c(cc2cc1CN(Cc1nnnn1C1CCCC1)C1CCCC1)OCCO3
  /, -12%, -6%, -19%, 3.3%, -7, 22%, -3%, i
> COc1ccc(S(=O)(=O)N2CCCCCC2)cc1C(=O)NCCc1ccccc1
  -8%, -46%, ?, ?, 2.1%, 14, 4%, 9%, i
> Cc1oc2ccc(OCc3cccc(Cl)c3)cc2c1C(=O)O
  -13%, -15%, 8%, -12%, -0.5%, 3, 2%, -1%, i
> O=C1C=C(c2ccc(C(=O)O)c(Cl)c2)C[C@@H](c2ccc3c(c2)OCO3)C1
  13%, 9%, -9%, ?, 0.0%, 18, 27%, 0%, i
> O=[N+]([O-])c1ccc(O)c(C(C#Cc2ccccc2)N2CCOCC2)c1 (stereo not given)
  6%, -4%, 13%, 13µM*, 16%, -14, 23%, 3%, i

# Shown as a hit in TGFb SMAD3 inh (from the list above):
Molecule | Nrf2 block | TGFb SMAD3 inh | IL1B secr inh
O=[N+]([O-])c1ccc(O)c(C(C#Cc2ccccc2)N2CCOCC2)c1 (stereo not given) | 6% | 13µM* | -14
